esBAF inh – SWI/SNF esBAF complex inhibition; mouse ES cells, Bmi1-luciferase knock-in reporter, 24 h; 100% = twice the neutral-well signal; reporter increase, % at 12.5 µM; 350,000 compounds, 2% hits; AID 602393; in the data active means activation above about 40%;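 further: 0% = median of the plate's neutral control wells and 100% = double that signal; a rise in the Bmi1 reporter signal indicates esBAF inhibition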
RAD52 inh – blocks human RAD52 DNA annealing | P43351 | recombinant RAD52 DNA annealing, FRET fluorescence | inhibition, % at 18.7 µM | 360,000 compounds, 0.46% hits;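 active means every replicate showing at least 50% inhibition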
EWS-Fli inh – EWS/Fli transcriptional activity inhibition. A673 NR0B1-luciferase reporter, viability-normalised. inhibition, % at 12.6 µM. 350,000 compounds, 0.67% hits. AID 651661;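 active means mean inhibition of at least 50% after viability correction, with every replicate also passing that limit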;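 further: firefly luciferase signal divided by Alamar Blue viability fluorescence both relative to DMSO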
RAD54 branch – blocks human RAD54 Holliday junction branch migration; inhibition, % at 10.4 µM; 360,000 compounds, 0.14% hits; FAM/BHQ fluorescence;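 active means mean normalized replicate activity at least 40 and at least half of replicates scoring 40 or more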;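 further: 0% = median of neutral control wells and 100% = median of positive control wells; inhibitors cause a drop in the FAM fluorescence signal; in these data hits start at about 50%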
Target sequence (Q92698 whole entry, looked up): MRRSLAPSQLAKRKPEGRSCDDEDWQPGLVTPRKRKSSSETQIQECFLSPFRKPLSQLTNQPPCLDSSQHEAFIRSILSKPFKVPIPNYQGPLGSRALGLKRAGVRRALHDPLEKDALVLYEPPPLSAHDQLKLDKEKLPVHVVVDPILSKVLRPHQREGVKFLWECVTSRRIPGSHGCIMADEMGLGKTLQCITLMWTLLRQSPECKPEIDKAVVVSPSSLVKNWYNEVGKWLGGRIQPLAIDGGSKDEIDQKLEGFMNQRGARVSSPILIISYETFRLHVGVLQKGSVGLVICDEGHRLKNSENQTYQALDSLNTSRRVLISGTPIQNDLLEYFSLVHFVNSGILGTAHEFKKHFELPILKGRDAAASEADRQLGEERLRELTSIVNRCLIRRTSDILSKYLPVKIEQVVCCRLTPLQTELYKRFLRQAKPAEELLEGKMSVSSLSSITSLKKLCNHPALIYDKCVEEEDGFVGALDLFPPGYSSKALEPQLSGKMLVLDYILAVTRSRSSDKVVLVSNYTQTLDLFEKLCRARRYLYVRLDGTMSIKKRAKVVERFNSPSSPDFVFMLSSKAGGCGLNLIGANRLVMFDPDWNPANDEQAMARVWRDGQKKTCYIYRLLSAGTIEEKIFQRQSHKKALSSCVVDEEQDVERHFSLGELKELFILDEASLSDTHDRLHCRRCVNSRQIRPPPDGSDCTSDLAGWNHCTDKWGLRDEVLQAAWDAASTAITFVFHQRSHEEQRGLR
XiGFP reactiv – activators of X-chromosome reactivation in mouse fibroblasts. 360,000 compounds, 0.055% hits. activation, % at 7.58 µM. XiGFP mouse fibroblasts, % GFP-positive cells imaging, 3 d; cells co-treated with 5-aza-dC sensitizer; scaled so ellipticine positive control = 100%;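 active means mean normalized replicate activation at least 10% and every replicate at or above 10%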;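 further: 0% = median of on-plate neutral control wells and 100% = ellipticine 6 µM median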
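System: 68-5-11 XiGFP fibroblast line; Timing: 3 days compound exposure; Compound dosing: one concentration, pinned; Benchmarks: positive control ellipticine, 6 µM final; Buffer or medium: DMEM containing 5-aza-dC.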
E-selectin induc – E-selectin induction on HUVECs | HUVEC E-selectin immunofluorescence imaging; normalized: neutral wells 0, TNF-alpha wells 100 | activation, % at 7.58 µM | 260,000 compounds, 0.37% hits | AID 686992;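 active means mean E-selectin-positive cell signal at least 10% of the positive control, reached in at least 60% of replicates, without over 20% cell loss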;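 further: in these data hits start at about 27%; measured in HUVEC primary endothelial cells; signal is the percent of cells scored E-selectin positive by PE staining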
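System: HUVEC / Compound: single concentration / Signal: immunofluorescence imaging / Read-out: percent E-selectin-positive cells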
S100A4 MyoIIA – inhibitors of human S100A4 binding to myosin IIA peptide. P26447. S100A4/TAMRA-MyoIIA peptide fluorescence polarization. inhibition, % at 10.7 µM. 360,000 compounds, 0.14% hits;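 active means mean inhibition of at least 70% across replicates, with every replicate also reaching that level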
Target sequence (P26447 whole entry, looked up): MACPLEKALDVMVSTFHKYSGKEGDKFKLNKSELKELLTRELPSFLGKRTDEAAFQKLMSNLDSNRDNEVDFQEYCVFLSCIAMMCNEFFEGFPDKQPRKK
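Material: S100A4 monomer protein / Buffer or medium: 50 mM HEPES pH 7.2, 10 mM CaCl2, 100 mM KCl / Times: 5 min incubation before reading / Benchmarks: neutral control DMSO, positive control TFP / Reagent: labelled myosin peptide probe, 5 nM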
FN deposit inh – fibronectin deposition inhibition. AH1F fibroblasts, Alexa488-fibronectin deposition fluorescence, overnight. inhibition, % at 12.6 µM. 350,000 compounds, 0.086% hits;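 active means mean inhibition across replicates of 30% or more, regardless of how many single replicates reach that level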;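 further: positive control wells lacked labelled fibronectin entirely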
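Material: AH1F fibroblast monolayer depositing Alexa488-labelled fibronectin into matrix / Amount: 10000 AH1F cells per well / Signal: fluorescence 485/525 nm / Medium: DMEM, 2% serum / Compound: single dose, pinned / Incubation: 1 h cell adhesion before compound, then overnight fibronectin incubation / Reagent: Alexa488-FN, 24 nM final / Read-out: inhibition of fibronectin deposition signal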
* marks the source's active call; other numbers are inactive results; nt = no result given.

SMILES	esBAF inh	RAD52 inh	EWS-Fli inh	RAD54 branch	XiGFP reactiv	E-selectin induc	S100A4 MyoIIA	FN deposit inh
COc1ccc(C(C)(O)c2nc(-c3cccc(C(F)(F)F)c3)cs2)cc1 (configuration not stated)	-4	-20	-8	11	-0.1	-0.1	-6	-1
C[C@H](CO)N1C[C@H](C)[C@H](CN(C)C(=O)NC2CCCCC2)Oc2c(NC(=O)C3CC3)cccc2C1=O	8	14	-3	0	0.1	0.0	5	0
Cc1c(C=O)c2ccccc2n1CC(=O)O	nt	-5	1	nt	0.1	nt	-2	nt
C=CCOC(=O)/C(=C\C=C\c1ccccc1)NC(=O)c1ccccc1	nt	-36	-11	nt	0.2	nt	0	1
O=C(NC1CCSc2ccccc21)c1ccc(Cl)c(S(=O)(=O)N2CCOCC2)c1 (configuration not stated)	nt	0	1	-1	0.0	nt	9	0
COCCOC(=O)c1c(C)oc2ccc(NS(=O)(=O)c3cccs3)cc12	-11	-4	-2	nt	0.0	nt	1	1
COc1ccc(N2C(=NC(=O)c3ccc(Br)cc3)SC3CS(=O)(=O)CC32)cc1 (configuration not stated)	-3	-3	-4	9	0.3	-1.2	7	6
Cc1cc(C)n(CCC(=O)N2CCCC(N3CCN(c4cccc(Cl)c4)CC3)C2)n1 (configuration not stated)	3	-3	9	-13	-0.1	-0.2	-5	0
CSc1oc(-c2ccc(F)cc2)nc1S(=O)(=O)c1ccc(F)cc1	-7	-1	10	-6	-0.3	-0.2	5	-28
Clc1nnc(NC2CCCCC2)c(Cl)c1Cl	nt	0	4	nt	0.3	0.1	-3	6
COc1ccccc1NC(=O)CSc1nnc(CCC(=O)Nc2ccccc2F)n1C	-6	-11	2	-10	-0.1	-0.2	-1	4
Cc1ccc(C)c(SCC(=O)Nc2ccc(C)c(S(=O)(=O)N3CCOCC3)c2)c1	-6	-7	3	-8	0.0	nt	-6	7
CCNC(=O)C[C@H]1CC[C@H](NC(=O)C2CCOCC2)[C@@H](CO)O1	1	-12	2	-5	0.0	0.4	3	nt
CCOc1ccc(S(=O)(=O)Nc2cccc(C(=O)N3CCN(C(C)=O)CC3)c2)cc1	-1	-12	10	6	0.0	-2.1	-1	2
Cc1c(C(=O)NCCO)sc2nc3n(c(=O)c12)CCC3	-6	-7	2	nt	0.2	nt	-4	nt
COc1ccc2sc(N(CCCN(C)C)C(=O)c3ccc(S(=O)(=O)N4CCCC4)cc3)nc2c1	nt	15	-17	11	-0.1	-0.1	-3	2
Cc1cccc(C)c1OCC(=O)Nc1c(C)nn(C)c1C	-3	-20	-3	-1	0.4	0.1	2	-8
Cc1cc(C)n(-c2nc(Nc3ccccc3)nc(-n3nc(C)cc3C)n2)n1	-7	-2	8	1	nt	nt	-8	nt
CCc1ccc(NC(=S)/N=C(\N)Nc2nc(C)c3cc(CC)ccc3n2)cc1	nt	-6	-4	nt	0.2	nt	-9	-15
Nc1ncnc2c1ncn2Cc1ccccc1	-6	-14	3	-1	0.7	0.1	-1	0
COCC(=O)Nc1ccc2c(c1)OC[C@H](C)N(C(=O)CC1CC1)C[C@@H](C)[C@H](OC)CN(C)C2=O	-3	nt	2	nt	0.4	1.2	nt	nt
CCCNC(=O)c1ccccc1NC(=O)c1ccc2c(=O)n3c(nc2c1)CCC3	nt	0	4	nt	0.1	nt	-2	2
COc1ccc(NS(=O)(=O)c2cccc(C(=O)NCCCN3CCOCC3)c2)cc1	-1	-8	-3	-1	-0.1	0.3	-8	2
S=C(Nc1cccc(Br)c1)c1ccccc1	nt	-7	-26	nt	0.2	0.3	-13	3
CC(=O)N1CCc2cc(S(=O)(=O)N3CCc4ccccc43)ccc21	13	-5	nt	-10	0.0	-0.2	14	-1
Cc1nc(C(=O)NNC(=O)c2cccc(Cl)c2)c(C(F)(F)F)o1	nt	3	2	-2	2.7	0.0	-1	-7
Cc1ccc(OCc2cc(C(=O)NCC(C)c3ccccc3)no2)cc1C (configuration not stated)	nt	-9	4	15	-0.1	-0.3	4	nt
Cc1ccccc1S(=O)(=O)N1CCCc2nc(C)c(C)cc21	nt	-16	-2	nt	0.0	-0.1	8	1
COc1ccc(-c2cn(-c3ccc(Br)cc3)c3[n+]2CCS3)cc1	-36	-3	6	4	-0.1	nt	-3	-7
C/C=C/c1ccc([C@@H]2[C@@H](CO)N(C(=O)NCCC)[C@H]2CNC(=O)C2CCC2)cc1	-2	nt	8	3	-0.1	0.1	nt	-11
Clc1ccc(-c2nnc(SCc3nc(-c4ccccc4)no3)o2)cc1	-6	-6	-4	13	0.3	-1.9	0	-7
O=C(NC1CCCCC1)c1nc(-c2c(F)cccc2F)oc1-c1ccccc1	nt	1	3	nt	-0.1	0.1	-13	9
COc1ccc2cc([C@@H](C)C(=O)O)ccc2c1	-4	-16	3	3	0.8	-1.4	-1	-4
CC(C)C[C@H]1COc2ccc(Cl)cc2S(=O)(=O)N1	nt	-5	-12	nt	0.1	-0.1	13	-4
O=C(NCc1cccs1)C1CCC(CNS(=O)(=O)c2ccccc2)CC1 (configuration not stated)	nt	-5	11	nt	0.1	nt	0	nt
CN(CCO)S(=O)(=O)c1ccc2c(c1)C(=O)c1cc(S(=O)(=O)N(C)CCO)ccc1-2	-8	-4	12	2	0.0	nt	0	-2
Cc1ccc(NC(=O)CCS(=O)(=O)c2cc3[nH]c(=O)c(=O)[nH]c3cc2C)cc1	2	-8	nt	4	0.0	-0.9	-3	-2
O=C1CN(C(=O)COC(=O)CCS(=O)(=O)c2ccccc2Cl)c2ccccc2N1	-10	-19	5	-3	0.1	0.0	-9	-2
Cc1ccc(NS(=O)(=O)c2ccc3oc(=O)ccc3c2)cc1Cl	-6	-18	-11	-5	-0.1	-0.1	9	-8
Nc1nonc1-n1nnc(C(=O)N/N=C/c2ccc(OCc3ccccc3F)cc2)c1CNc1ccccc1	6	-2	-45	-2	0.1	0.2	3	6
C[C@H](NC(=O)C[C@@H]1C[C@H]2c3cc(NS(=O)(=O)c4ccc(F)cc4)ccc3O[C@H]2[C@H](CO)O1)c1ccccc1	13	-2	0	3	0.1	0.7	-3	6
Nc1[nH]c(C(=O)c2ccccc2)c(-c2ccc(Br)cc2)c1C(=O)c1cccs1	nt	-2	-10	nt	-0.1	nt	1	-10
O=C(C[C@@H]1C=C[C@H](NC(=O)Nc2ccc(F)cc2)[C@@H](CO)O1)NCCN1CCCC1	3	-4	-6	-2	-0.2	0.0	-6	5
COc1cc(C(=O)NCCOc2ccccc2C)c(Br)c(OC)c1OC	nt	-11	8	nt	0.0	nt	-31	0
C/C(=N\NC(=O)c1ccc(CSc2nncn2C)cc1)c1ccc2ccccc2c1	nt	-18	7	nt	0.1	nt	-12	nt
CN(C)c1ccc(C(=O)N2CCC2(C)C(=O)O)cc1 (configuration not stated)	-5	-59	1	-9	0.2	0.9	4	nt
O=C(CNC(=O)c1ccc2c(c1)S(=O)(=O)N=C1CCCCCN12)Nc1ccc(F)c(F)c1	-6	-5	-1	nt	-0.1	-0.2	-1	-9
CC(=O)c1c(C)[nH]c(C(=O)NNC(=O)COc2ccc(Cl)cc2C)c1C	6	-10	-4	-9	0.0	0.0	0	-2
Cc1nc2c(C)cccn2c(=O)c1NC(=O)COc1ccccc1	-2	-3	-12	-14	0.0	-0.1	0	-10
CCOC(=O)C1CCCN(C(=O)c2cn(CC)c3ccc(S(=O)(=O)N(C)C)cc3c2=O)C1 (configuration not stated)	-1	-7	4	-4	0.0	0.1	1	0
CO[C@H]1CN(C)C(=O)c2cc(NS(=O)(=O)c3ccccc3)ccc2OC[C@@H](C)NC[C@@H]1C	3	-8	-1	2	0.1	-0.2	-15	-24
O=c1[nH][nH]c(-c2ccccc2)c1C=Nc1ccc(C(F)(F)F)cc1	5	-6	10	-5	0.0	nt	2	-12
O=C(O)/C=C/c1coc2ccccc2c1=O	8	-18	2	nt	0.2	-0.2	3	0
CSc1ccc(Cl)c(C(=O)NNC(=O)c2csc(N3CCOCC3)n2)c1	nt	-9	3	nt	0.0	nt	-2	nt
Cc1cc(Cl)ccc1NC(=S)N1CCN(Cc2ccc3c(c2)OCO3)CC1	7	-20	nt	0	nt	nt	-2	nt
Cc1cc(N/N=C/c2ccccc2[N+](=O)[O-])nc(-n2nc(C)cc2C)n1	nt	-6	-10	10	0.6	0.4	0	8
C[C@@H]1CN([C@@H](C)CO)S(=O)(=O)c2ccc(C#Cc3ccccc3F)cc2O[C@@H]1CN(C)CC1CC1	-6	-6	25	5	-0.4	-0.4	-5	10
CN(C)CCCNC(=S)N1CCC(c2nc3ccccc3[nH]2)CC1	3	-7	14	-10	0.0	nt	-2	-13
Cc1ccc(NC(=O)c2cc(S(=O)(=O)N(C)C)ccc2N2CCCC2)cc1F	nt	6	nt	-9	0.0	0.4	-16	-5
C[C@H](CO)N1C[C@H](C)[C@H](CN(C)S(=O)(=O)c2ccc(Cl)cc2)Oc2c(NC(=O)Nc3ccc(F)cc3)cccc2C1=O	5	-2	2	-3	-0.1	nt	-2	5

Of the compounds above, these contain a thiophene ring, fused or not:
SMILES	esBAF inh	RAD52 inh	EWS-Fli inh	RAD54 branch	XiGFP reactiv	E-selectin induc	S100A4 MyoIIA	FN deposit inh
COCCOC(=O)c1c(C)oc2ccc(NS(=O)(=O)c3cccs3)cc12	-11	-4	-2	nt	0.0	nt	1	1
Cc1c(C(=O)NCCO)sc2nc3n(c(=O)c12)CCC3	-6	-7	2	nt	0.2	nt	-4	nt
O=C(NCc1cccs1)C1CCC(CNS(=O)(=O)c2ccccc2)CC1 (configuration not stated)	nt	-5	11	nt	0.1	nt	0	nt
Nc1[nH]c(C(=O)c2ccccc2)c(-c2ccc(Br)cc2)c1C(=O)c1cccs1	nt	-2	-10	nt	-0.1	nt	1	-10

Following part.
SMILES	esBAF inh	RAD52 inh	EWS-Fli inh	RAD54 branch	XiGFP reactiv	E-selectin induc	S100A4 MyoIIA	FN deposit inh
C[C@@H]1CN([C@@H](C)CO)C(=O)Cc2cc(NC(=O)Cc3cn(C)c4ccccc34)ccc2O[C@H]1CN(C)Cc1ccc(C(=O)Nc2ccccc2N)cc1	-14	49	37	0	-0.9	nt	-7	nt
Cc1ccc(S(=O)(=O)N(C)C[C@@H]2OCCCC[C@@H](C)Oc3ccc(NC(=O)NC(C)C)cc3C(=O)N([C@@H](C)CO)C[C@H]2C)cc1	1	0	-5	-6	0.0	0.0	22	6
Cc1ccc(S(=O)(=O)N(C)C[C@H]2Oc3ccc(NC(=O)Cc4cn(C)c5ccccc45)cc3C(=O)N([C@H](C)CO)C[C@@H]2C)cc1	5	-21	3	1	-0.1	0.9	-31	nt
COc1cc2c(cc1OC)C(C)N(C(=O)C1=NN(c3cccc(C)c3)C(=O)CC1)CC2 (configuration not stated)	1	-15	8	5	0.0	nt	-3	10
O=C(C1CCCCC1)N1C[C@H]2[C@@H](c3ccccc31)[C@@H](CO)N2CC1CCOCC1	-3	-17	9	-5	0.4	0.2	6	nt
CO[C@H]1CN(C)C(=O)c2cc(NC(=O)c3ccccc3)ccc2OC[C@H](C)N(C(=O)CN(C)C)C[C@H]1C	4	4	4	1	0.1	4.0	-30	9
CC1CCN(C(=O)CCc2ccc(Oc3cc([N+](=O)[O-])cc([N+](=O)[O-])c3)cc2)CC1	nt	-16	0	nt	0.5	-0.1	10	-6

Assay outcomes from PubChem BioAssay.
